Screens deposited in PubChem BioAssay by several laboratories.
Fh CTSL1 inh – cathepsin L1 inhibition, PFM18AAP counter-screen; recombinant F. hepatica cathepsin L1, Z-Leu-Arg-MCA fluorescence; AID 1906; hit rate 0.49% among 300,000; inhibition, % at 5.96 µM;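 active means inhibition above the mean of all tested compounds plus 3 SD, set per screening campaign, cut at about 17% in these data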;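 further: 0% = plate median of test compound wells and 100% = 1 µM Z-Phe-Ala-diazomethylketone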
PP5 primary – PP5 (human) phosphatase inhibition | purified PP5c, OMFP substrate fluorescence | inhibition, % at 6.7 µM | P53041 | hit rate 0.18% among 320,000;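 active means inhibition above the campaign's mean inhibition across all tested compounds plus 3 SD, cut at about 9.5% in these data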;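 further: 0% = DMSO only and 100% = 100 µM cantharidin control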
PP1 counter – counter-screen for PP5 inhibitors: inhibitors of human PP1-alpha | hit rate 0.9% among 320,000 | purified PP1alpha, OMFP fluorescence | inhibition, % at 6.7 µM;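 active means inhibition above the mean inhibition of all tested compounds plus 3 SD, computed separately for each screening campaign, cut at about 15% in these data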
VLA-4 inh – inhibition in a human VLA-4 binding assay; P13612; VLA-4 expressing cells, ligand binding flow cytometry; inhibition, % (about 7 µM as worked out from the volumes in the protocol); hit rate 0.2% among 330,000; AID 2557; in the data active means inhibition above about 50%
GRK2 aptamer HTS – human GRK2 inhibition via aptamer displacement; P25098; bead flow cytometry, FAM-aptamer displacement from GRK2; inhibition of aptamer binding, % at 10 µM; hit rate 0.59% among 330,000;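 active means inhibition of aptamer binding above 40%, roughly 3 SD of noise, on plates passing a quality check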;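 further: median bead fluorescence of bound FAM aptamer so fluorescent compounds give negative values; no value below 0 was filed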
Target sequence (P25098 whole entry, looked up): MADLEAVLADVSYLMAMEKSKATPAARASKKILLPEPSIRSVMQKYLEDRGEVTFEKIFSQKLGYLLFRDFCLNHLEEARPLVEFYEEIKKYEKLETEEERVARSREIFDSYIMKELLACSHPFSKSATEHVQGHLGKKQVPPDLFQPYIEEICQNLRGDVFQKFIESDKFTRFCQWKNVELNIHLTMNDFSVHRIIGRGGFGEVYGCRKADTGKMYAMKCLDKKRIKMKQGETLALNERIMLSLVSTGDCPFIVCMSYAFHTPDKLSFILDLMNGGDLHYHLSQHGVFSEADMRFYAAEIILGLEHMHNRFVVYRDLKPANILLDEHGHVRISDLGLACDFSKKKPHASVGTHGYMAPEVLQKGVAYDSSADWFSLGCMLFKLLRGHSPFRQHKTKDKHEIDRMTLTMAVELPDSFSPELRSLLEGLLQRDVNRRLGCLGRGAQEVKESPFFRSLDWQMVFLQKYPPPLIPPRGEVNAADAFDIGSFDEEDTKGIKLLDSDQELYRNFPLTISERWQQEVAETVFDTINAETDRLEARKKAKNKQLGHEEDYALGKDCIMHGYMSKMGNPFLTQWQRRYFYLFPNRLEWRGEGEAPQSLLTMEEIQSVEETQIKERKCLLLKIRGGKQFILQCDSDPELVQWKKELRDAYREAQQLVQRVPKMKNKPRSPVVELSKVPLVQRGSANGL
proCasp3 act – procaspase-3 (human) activation; P42574; recombinant procaspase-3 D3A, Ac-DEVD-pNA absorbance 405 nm; activation, % at 8.5 µM; hit rate 0.11% among 330,000;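 active means activation above the mean of all tested compounds plus 3 SD, cut at about 21% in these data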;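 further: 0% = DMSO alone and 100% = DMSO wells spiked with extra 5 µM PC-3 D3A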
Target sequence (P42574 whole entry D9A/D28A/D175A): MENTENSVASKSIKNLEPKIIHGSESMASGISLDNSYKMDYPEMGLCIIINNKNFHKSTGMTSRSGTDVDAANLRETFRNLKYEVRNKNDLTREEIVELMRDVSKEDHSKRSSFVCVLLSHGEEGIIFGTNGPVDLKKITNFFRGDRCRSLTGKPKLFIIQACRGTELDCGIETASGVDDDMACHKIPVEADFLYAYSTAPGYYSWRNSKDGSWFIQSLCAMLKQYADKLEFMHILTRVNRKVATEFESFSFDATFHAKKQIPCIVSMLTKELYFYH
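Assay system: Autoprocessing-dead procaspase-3 D3A mutant enzyme; also added: Ac-DEVD-pNA; doses: one concentration, 8.5 µM nominal, 0.8% DMSO; times: 1 h compound preincubation, 2 h substrate hydrolysis at 25 °C; technique: 405 nm absorbance of p-nitroaniline, reads at 0 and 120 min; measure: % activation between DMSO and enzyme-spiked controls; repeats: single replicate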
HCV core dimer – blocks dimerization of HCV core protein; TR-FRET GST/Flag-core106 dimerization, 1536-well; inhibition, % at 5 µM; hit rate 0.33% among 300,000; AID 1899;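 active means inhibition above the mean of all tested compounds plus 3 SD, set per screening campaign, cut at about 45% in these data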
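Assay system: Tagged HCV core106 pair (GST and Flag) | Buffer or medium: KF-containing HEPES buffer, pH 7.45, DTT, CHAPS, BSA | Also added: Eu donor and XL665 acceptor anti-tag antibodies | Dosing: One concentration, 5 µM, in 0.5% DMSO | Timing: 4 h at 22.5 °C | Technique: TR-FRET 671 and 617 nm emission | Repeats: Singlicate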
GASC-1 inh – inhibitors of human GASC-1 (JMJD2C) demethylase; Q9H3R0; GST-JMJD2C(1-420) H3K9me3 demethylation, DELFIA europium; inhibition, % at 2.35 µM; hit rate 0.069% among 330,000; AID 2099;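 active means more than half of a compound's replicate wells show inhibition beyond 50%, single wells judged on their own value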;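 further: signal counts dimethyl H3K9 product captured on neutravidin plate; 0% = median of DMSO wells and 100% = 0.3 times that DMSO median; strong numbers were not always called active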
proCasp7 act – activates human procaspase-7, counter-screen for procaspase-3 activators | AID 463210 | hit rate 0.093% among 330,000 | P55210 | activation, % at 8.5 µM | recombinant procaspase-7, Ac-DEVD-pNA absorbance 405 nm; D23A/D198A/D206A triple mutant, cannot self-cleave; scale: DMSO 0, 5 µM enzyme 100;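 active means percent activation above the screen-wide mean plus 3 SD, cut at about 25% in these data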
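Replicates: singlicate. Assay system: Procaspase-7 triple mutant (PC-7 D3A). Signal: 405 nm absorbance of p-nitroaniline. Times: 1 h preincubation, 2 h reaction. Buffer or medium: Zinc-free HEPES pH 7.4 with 300 mM NaCl, 0.01% Triton X-100. Also added: DEVD-pNA substrate. Benchmarks: DMSO wells as 0%, DMSO with 5 µM added PC-7 as 100%.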
* hit, by the source's call; x = no result given.

SMILES	PP1 counter	proCasp7 act	VLA-4 inh	GRK2 aptamer HTS	Fh CTSL1 inh	PP5 primary	proCasp3 act	GASC-1 inh	HCV core dimer
CC(C)CN(C(=O)CN1CCN(S(=O)(=O)c2ccccc2)CC1)c1c(N)n(CC(C)C)c(=O)[nH]c1=O	0	7	0	0	-5	0.0	4	6	-8
COc1ccccc1S(=O)(=O)Cc1ccc(C(=O)NCc2cccs2)o1	-2	12	9	0	0	-0.3	7	-6	-2
Cn1c(N)c(S(=O)(=O)N2CCN(c3ccccc3)CC2)c(=O)n(C)c1=O	-4	2	-2	0	-2	0.0	3	11	-7
CCc1ccc(NC(=O)CCc2c(C)nn(-c3ccc(N4CCOCC4)nn3)c2C)cc1	-4	13	29	1	-1	4.6	-4	-10	-4
CC(=O)N(C(C)=O)c1cccc2c(N(C(C)=O)C(C)=O)cccc12	-4	-13	9	3	-3	-1.0	0	-29	-3
S=C1NCN(Cc2cccnc2)CN1Cc1ccccc1	-6	-5	3	2	2	-0.4	0	-19	-4
O=C(NNC(=O)c1ccc[nH]1)Nc1cccc(C(F)(F)F)c1	-2	3	3	2	-1	0.5	-7	1	-1
CCS(=O)(=O)N1CCN(CC(=O)NC2CCCCC2)CC1	-4	-7	13	2	-3	0.2	-1	2	1
COCCNC(=O)c1ccccc1-c1nc(-c2ccccc2Cl)no1	-1	5	25	3	7	3.3	7	2	-2
COc1cc2c(cc1OC)C(c1cccs1)N(C(=O)c1ccncc1)CC2 (stereo not drawn)	-1	3	-15	0	-2	-0.1	9	28	6
NC(=O)C(C(=O)/C=C/c1ccc(Cl)cc1)=C1SCCS1	-1	4	8	3	3	-1.3	-10	14	2
COc1ccc2cc(CCN3C(=O)c4ccccc4C3=O)c(=O)[nH]c2c1	5	-1	-20	0	-4	2.3	2	-5	2
Cc1ccc(NC(=O)/C=C/c2ccc([N+](=O)[O-])s2)cc1	-2	0	-31	0	-4	-2.0	-4	0	-2
COc1ccc(CNC(=O)C2=CC(c3ccc(OC)cc3)=NS(=O)(=O)N2C)cc1	4	4	-12	0	0	0.7	1	9	-5
CCNc1cc2n(c(=O)n1)CCc1cc(OC)c(OC)cc1-2	-1	9	10	1	3	-1.7	15	6	-1
O=C(CSc1nnc(-c2ccccc2)o1)NC(=O)Cc1ccccc1	x	-3	22	0	x	x	-4	-14	x
O=C(NC(=O)N1CCN(c2ccc([N+](=O)[O-])cn2)CC1)c1c(Cl)cccc1Cl	-4	0	4	0	-3	-0.1	3	-2	0
C[C@H]1CCC(=O)N([C@H](CSc2ccc(Br)cc2)Cc2ccccc2)CC1	2	8	-1	0	x	0.2	-9	-3	x
Cc1ccc(-n2ncc3c(=O)n(CC(=O)N4CCN(C(=O)c5ccco5)CC4)cnc32)cc1	-5	-1	-11	0	x	1.0	4	-3	x
c1ccc(-c2csc(N3CCOCC3)n2)cc1	-2	3	13	0	2	-0.3	1	6	0
CN1CCN(CCOc2ccc(-c3ccccc3)cc2)CC1	3	-8	13	0	3	-5.7	9	14	-4
CCOc1ncccc1C(=O)OCC(=O)c1cc(OC)c(OC)c(OC)c1	-3	0	8	0	-2	2.1	3	0	0
CCOc1ccc(Cl)cc1S(=O)(=O)N1CCC(C(=O)NCc2ccccn2)CC1	0	-5	1	0	2	1.1	0	1	-10
O=C(O)/C=C\C(=O)NNC(=O)c1cc(-c2ccccc2)n[nH]1	-1	2	0	2	-1	0.6	-1	-8	-2
COc1ccccc1C1CN(c2ccc(F)cc2F)N=C1c1cccs1 (stereo not drawn)	3	-17	-13	0	3	3.8	-11	-7	0
O=C(Cc1ccccc1)Nc1cccc(C(=O)N/N=C/c2ccco2)c1	-1	7	16	4	-3	0.8	-3	-13	4
CCOc1ccc(NC(=O)NNC(=O)c2ccc(CC)s2)cc1	1	10	-1	1	-4	-1.7	0	1	-2
Oc1ccc(N=Cc2c(O)ccc3ccccc23)cc1	0	-11	-29	3	-4	6.6	-19	1	-5
O=C(CNC(=O)c1ccc2ccccc2c1)Nc1ncccc1O	-1	0	11	15	x	-0.5	3	-1	x
COc1ccccc1N1CCN(C(=O)CSc2nc3ccccc3[nH]2)CC1	17*	-1	-19	96*	-1	4.4	5	3	-26
CCn1cnc2c1c(=O)n(CC(=O)N1CCc3ccccc31)c(=O)n2Cc1ccccc1	3	8	6	0	2	1.2	-1	-1	12
CN(C)c1cccc(C(=O)Nc2ccc(N3CCOCC3)cc2)c1	-2	0	12	1	0	3.5	-1	-6	-10
Cc1ccc(S(=O)(=O)Nc2ccc3c(c2)C(=O)N([C@H](C)CO)C[C@H](C)[C@@H](CN(C)C(=O)Nc2ccc(C(F)(F)F)cc2)O3)cc1	x	2	24	0	x	x	8	x	x
CCCCCC(=O)N1CC2(CC)CN(C(=O)CCCCC)CC(CC)(C1)C2=O	1	3	-4	0	3	2.4	-5	8	-1
O=C(CN1C(=O)/C(=C/c2ccccc2Cl)SC1=S)NC1CCS(=O)(=O)C1 (stereo not drawn)	0	-13	-15	2	0	1.3	3	3	0
Cc1oc2c(c1C(=O)c1ccccc1)C(=O)C(=O)c1ccccc1-2	1	-2	-6	58*	15	4.0	-4	16	-6
Cc1ccc(S(=O)(=O)N2CCc3ccccc3C2CC(=O)O)cc1 (stereo not drawn)	8	-8	-11	0	10	-4.2	-6	-2	-1
CC12CN3CC(C)(CN(C1)C3c1ccccc1F)C2 (stereo not drawn)	-3	1	8	0	5	2.3	-5	-3	-2
CCSc1ccccc1C(=O)Nc1cccnc1	-7	12	6	0	0	-0.3	7	-36	-1
CCn1nnnc1-c1ccc(OC)c(S(=O)(=O)Nc2ccc(C)c(C)c2)c1	-1	4	12	1	0	2.4	-8	8	1
O=C(NCC1CCCO1)c1c(O)c2cccc3c2n(c1=O)CC3 (stereo not drawn)	-8	2	-2	1	-8	1.2	2	-20	0
CCN1CCCC1CNS(=O)(=O)c1cccc(C(F)(F)F)c1 (stereo not drawn)	-3	-14	5	0	-2	-1.4	2	6	-2
C=CCc1cc(Cl)ccc1OC(=O)Nc1cccc(Cl)c1	0	1	8	1	4	0.4	1	3	2
Cc1ccccc1NC(=S)N=Nc1c(O)n(C)c2ccc(S(=O)(=O)N3CCOCC3)cc12	5	3	9	5	1	2.6	17	0	21
CCCCC(=O)Nc1ccc(NC(=S)NC(=O)c2ccco2)cc1OC	2	-2	-16	0	-1	4.1	-18	5	0
CC(NC(=O)c1ccccc1NS(=O)(=O)c1ccc(CCC(=O)O)cc1)c1ccccc1 (stereo not drawn)	0	-5	-2	0	1	-1.9	-6	-17	-8
COc1ccccc1-c1cn[nH]c1-c1ccc(OCC(=O)NN)cc1O	5	-7	-3	0	5	1.8	2	1	-13
Cc1nc2ccccc2c(=O)n1NC(=O)c1cncc(Br)c1	0	3	12	0	1	-0.8	8	3	-2
CS(=O)(=O)N1N=C(c2ccco2)CC1c1ccc(Cl)cc1Cl (stereo not drawn)	-2	7	-5	0	-7	0.2	-1	4	3
COc1ccc(NC(=O)CC2COc3ccccc3O2)c(OC)c1 (stereo not drawn)	0	1	5	0	3	0.1	-2	3	-1
CC(=O)c1ccc(NC(=O)C2CCCN(S(=O)(=O)c3ccc(-n4cnnn4)cc3)C2)cc1 (stereo not drawn)	4	-5	-6	0	2	1.8	5	9	3
CCN(CC)CCCN1C=C2C(=O)C(C)(OC(=O)CCC(=O)OC)C(=O)C=C2C=C1C1CC1 (stereo not drawn)	-1	-10	0	0	2	8.3	-1	1	-9
COc1ccccc1Nc1cc(C(=O)NC2CCCC2)c2ccccc2n1	0	-72	-1	2	2	5.5	-50	2	1
O=C(CN1CCOCC1)NCCc1ccccc1	-5	-11	13	3	0	-0.4	1	5	3
O=C(NCC1CCCCC1)c1cc(S(=O)(=O)N2CCCCC2)ccc1N1CCOCC1	0	10	-4	0	-2	-0.3	2	2	-4
Cc1cccc(Sc2ccc([N+](=O)[O-])cn2)c1	-2	-1	-7	8	5	-1.0	5	12	-2
CCN(C[C@H]1N[C@@](Cc2ccccc2)(C(=O)OC)[C@H]2C(=O)N(C)C(=O)[C@@H]12)S(=O)(=O)c1ccc(-c2ccccc2)cc1	x	-2	12	2	x	x	4	x	x
COc1ccc(CN2CCNC(=O)C2CC(=O)NCC(C)(C)N2CCOCC2)cc1C (stereo not drawn)	-2	-5	0	3	3	0.7	0	2	-1
Cc1ccc(-c2c[n+](CC(=O)Nc3nc(-c4ccccc4)cs3)c3n2CCC3)cc1	12	6	10	0	1	0.0	3	-7	5
COCCSc1ccccc1C(=O)N1CCOCC1	0	-14	6	0	-3	3.0	-3	5	-2

Continuation.
SMILES	PP1 counter	proCasp7 act	VLA-4 inh	GRK2 aptamer HTS	Fh CTSL1 inh	PP5 primary	proCasp3 act	GASC-1 inh	HCV core dimer
CCC(=O)Oc1cccc(C(=O)Nc2cccc(NC(=O)c3ccco3)c2)c1	4	5	-4	0	-39	3.0	-4	12	-11
C/C=C/c1ccc(OCC(=O)NNC(=O)CN(C)S(=O)(=O)c2ccc(C)cc2)c(OC)c1	x	2	23	4	x	x	-7	-10	x
CC(C)(C)c1ccc(-n2ncc3c2CCCC3NC(=O)C2(C(N)=O)CC2)cc1 (stereo not drawn)	-1	4	6	2	0	2.0	6	4	-4
O=C(Nc1ccccc1N1CCOCC1)c1cccc(Oc2ccccc2)c1	7	6	21	0	5	2.7	0	1	11
CC(=O)c1c(C)[nH]c(C(=O)Nc2nc(C)cs2)c1C	7	-2	6	3	6	-0.1	3	-6	4
Cc1cccc(N/C(N)=N/c2nc(CSc3ccc(Cl)cc3)cc(=O)[nH]2)c1	1	-5	14	1	3	2.4	8	-3	6
C=C[C@H]1[C@H](OC2OC(CO)C(O)C(O)C2O)OC=C(C(=O)OC)[C@H]1C[C@H]1CC(=O)C[C@H](CC(=O)CCc2ccc(O)cc2)O1 (stereo partly drawn)	-7	-5	-21	97*	-5	-0.1	-1	4	2
Cc1cc2nc(-c3ccc(SCC(=O)N4CCc5ccccc54)nc3)[nH]c2cc1C	-1	-2	10	2	0	0.2	-5	-4	-78
COc1ccc(-c2cccc(C(=O)Nc3cccc(C(=O)O)c3)c2)cc1	0	12	34	0	-1	5.5	9	8	10
C[C@H](CO)N1C[C@H](C)[C@@H](CN(C)CC2CCCCC2)Oc2c(NS(=O)(=O)c3cn(C)cn3)cccc2C1=O	x	3	3	0	x	x	-3	x	x
